Source: PubChem BioAssay
JMJD2A Tudor inh: qHTS Assay for Inhibitors of JMJD2A-Tudor Domain; actives 4.4% (n = 390,000); Potency, µM (doses to about 114 µM), without a hit: top-dose activity change, negative = inhibition, actives largely listed as inhibitors; AlphaScreen JMJD2A-Tudor / H3K4me3 peptide binding; note: % is set by controls: 0 for no effect and ±100 for the full control effect; nearly all actives have a fitted effect of over 50% in size
ALOX12 inh: Primary qHTS assay for inhibitors of human arachidonate 12S-lipoxygenase (ALOX12): Round 2 | Polyunsaturated fatty acid lipoxygenase ALOX12 (Homo sapiens), P18054 | purified 12hLO, xylenol orange hydroperoxide absorbance | Potency, µM (highest dose often 108 µM), without a hit: at the top dose activity change, negative = inhibition, usual class: inhibitors | actives 1.1% (n = 580,000); note: % is set by controls: 0 for no effect and ±100 for the full control effect
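Hydroperoxide product was detected by ferrous iron/xylenol orange as the 573 to 405 nm absorbance ratio. Arachidonic acid at 40 uM (final) was turned over for 30 min at room temperature by 150 nM human 12hLO, pH 7.0 Hepes buffer, after 15 min compound preincubation.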
HP1b chromo inh: HTS for Inhibitors of HP1-beta Chromodomain Interactions with Methylated Histone Tails | Chromobox protein homolog 1 (Homo sapiens), P83916 | AlphaScreen HP1-beta / biotin-H3K9me3 peptide binding | Potency, µM (series often up to 114 µM), without a hit: at the top dose activity change, negative = inhibition, actives largely listed as inhibitors | actives 0.56% (n = 390,000); note: nearly all actives have a fitted effect of over 70% in size; inactives centre near 23
Target sequence (P83916 whole entry, looked up): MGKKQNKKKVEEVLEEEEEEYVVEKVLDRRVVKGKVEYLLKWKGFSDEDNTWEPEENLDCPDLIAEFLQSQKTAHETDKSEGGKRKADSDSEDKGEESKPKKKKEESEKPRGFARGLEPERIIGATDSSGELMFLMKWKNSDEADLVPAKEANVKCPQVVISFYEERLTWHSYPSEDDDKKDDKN
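AlphaScreen: HP1-beta (50 nM) preformed 30 min with biotin-H3(1-18)K9me3 peptide (50 nM) in PBS pH 7.4, 0.01% Tween-20. Compound added for 30 min at RT, then streptavidin donor/nickel chelate acceptor beads (10 ug/mL) for 30 min.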
ERG-DNA inh: qHTS for Small Molecule Inhibitors of the ERG Ets/DNA interaction. Transcriptional regulator ERG (Homo sapiens), P11308. fluorescence polarization, His-ERG Ets domain / labelled DNA. Potency, µM (top dose mostly 76.9 µM), inactives show at the highest dose FP activity, negative = inhibition, actives largely listed as inhibitors. actives 0.028% (n = 370,000); active = well fitted inhibition curve with a large enough effect in the polarisation, with a control signal flat; inconclusive = small, poorly fitted or top-dose-only effect, or effect the other way, or a change in a side signal; inactive = no such curve, though single readings can be large or run the other way; the % refers to the polarisation;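 note: polarization taken with two DNA probes labelled with fluorescein and Texas red; % of control where 0% means no effect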
Target sequence (P11308 whole entry, looked up, the tested form may be a part): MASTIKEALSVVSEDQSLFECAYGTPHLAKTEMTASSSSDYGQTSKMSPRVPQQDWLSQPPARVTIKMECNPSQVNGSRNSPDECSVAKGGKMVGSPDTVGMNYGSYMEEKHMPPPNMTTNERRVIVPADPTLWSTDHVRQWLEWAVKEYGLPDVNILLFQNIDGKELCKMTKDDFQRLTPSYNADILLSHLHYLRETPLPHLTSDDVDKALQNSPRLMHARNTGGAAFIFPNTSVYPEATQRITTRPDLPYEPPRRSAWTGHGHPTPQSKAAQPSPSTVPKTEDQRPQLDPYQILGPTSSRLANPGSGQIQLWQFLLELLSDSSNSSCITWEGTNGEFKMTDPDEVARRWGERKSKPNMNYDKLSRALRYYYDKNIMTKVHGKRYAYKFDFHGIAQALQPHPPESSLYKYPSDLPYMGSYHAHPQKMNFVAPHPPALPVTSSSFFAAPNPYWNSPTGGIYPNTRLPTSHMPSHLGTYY
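His-tagged ERG Ets domain (1 uM in the protein solution; 300mM KCl, 50mM Tris-HCl, 1mM EDTA, 1mM DTT, pH 7.5) received compound, then a probe mix of 5 nM fluorescein-DNA and 100nM Texas-615-DNA. Fluorescence polarization was read for both dyes.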
Pin1 inhibitor: qHTS Assay to Find Inhibitors of Pin1; actives 0.009% (n = 390,000); Potency, µM (doses to about 115 µM), for the others: at the highest dose activity, negative = inhibition, usual class: inhibitors; Pin1 FP peptide displacement, HiFluor488, 10 min; Peptidyl-prolyl cis-trans isomerase NIMA-interacting 1 (Homo sapiens), Q13526; AID 504891, 2011; active = well fitted inhibition curve with a large enough effect in the polarisation, with a control signal flat, not every such curve was filed as active; inconclusive = small, poorly fitted or top-dose-only effect, or effect the other way, or a change in a side signal; inactive = no such curve, though single readings can be large or run the other way; the % refers to the polarisation; note: % is set by controls: 0 for no effect and ±100 for the full control effect
Target sequence (Q13526 whole entry, looked up): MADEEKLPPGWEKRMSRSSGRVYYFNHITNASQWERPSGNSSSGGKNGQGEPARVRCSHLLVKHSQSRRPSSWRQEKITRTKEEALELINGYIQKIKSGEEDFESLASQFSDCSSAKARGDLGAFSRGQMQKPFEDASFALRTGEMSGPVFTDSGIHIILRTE
RGS4 inh: Inhibitors of Regulator of G Protein Signaling (RGS) 4: qHTS | Regulator of G-protein signaling 4 (Homo sapiens), P49798 | Transcreener GDP fluorescence polarization, RGS4-accelerated GTP hydrolysis | Potency, µM (highest dose often 114 µM), without a hit: at the highest dose activity change, negative = inhibition, hits mostly inhibitors | actives 0.039% (n = 390,000) | AID 504845, 2011; note: % is set by controls: 0 for no effect and ±100 for the full control effect; nearly all actives have a fitted effect of over 75% in size; some results filed as inactive show a strong effect at the top dose
Target sequence (P49798 whole entry, looked up): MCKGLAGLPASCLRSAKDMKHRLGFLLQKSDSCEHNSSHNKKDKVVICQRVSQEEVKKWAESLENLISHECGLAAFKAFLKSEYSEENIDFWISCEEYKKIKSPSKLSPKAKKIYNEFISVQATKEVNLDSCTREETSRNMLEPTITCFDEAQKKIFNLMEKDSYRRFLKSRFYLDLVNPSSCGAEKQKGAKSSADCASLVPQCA
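MLSMR compounds (23 nl, pin-transferred) preincubated 10 min at room temperature with a 500nM (2x) first reagent, then RGS4 at 900nM (2x) plus Transcreener GDP mix added; fluorescence polarization (620/688 nm) read before and after 90 min at 30 °C.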
GLS inhibitor: qHTS for Inhibitors of Glutaminase (GLS); Glutaminase kidney isoform, mitochondrial (Homo sapiens), O94925; GLS enzymatic activity, qHTS titration; Potency, µM (top dose mostly 45.5 µM), inactives show at the top dose activity change, negative = inhibition, actives largely listed as inhibitors; actives 0.21% (n = 410,000); AID 624170, 2012; note: % is set by controls: 0 for no effect and ±100 for the full control effect
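Compounds were pin-transferred onto hKGA, after which L-glutamine (1 mM solution) and a detection mix of glutamate oxidase, HRP and Amplex Red were added. Initial and 30 min RT fluorescence reads were collected.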
rTrxR1 inhibitor: qHTS Assay for Inhibitors of Mammalian Selenoprotein Thioredoxin Reductase 1 (TrxR1): qHTS; Thioredoxin reductase 1, cytoplasmic (Rattus norvegicus), O89049; recombinant rTrxR1, NADPH fluorescence consumption, selenite substrate; Potency, µM (top dose mostly 114 µM), inactives show at the highest dose activity change, negative = inhibition, actives largely listed as inhibitors; actives 1% (n = 390,000); note: % is set by controls: 0 for no effect and ±100 for the full control effect; nearly all actives have a fitted effect of over 65% in size
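Rat TrxR1 (90 nM in the dispensed reagent) was pre-reduced with 400 uM NADPH for 5 min at room temperature, then incubated with compound for 15 min. After 400 uM selenite was added, NADPH fluorescence (Ex 340/Em 450 nm) was followed for 8 min.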
PGK inhibitor: qHTS Assay to Find Inhibitors of Phosphoglycerate Kinase; PGK/GAPDH coupled, Kinase-Glo luminescence, 60 min; Potency, µM (top dose mostly 57.5 µM), for inactives: at the top dose activity change, negative = inhibition, hits mostly inhibitors; actives 0.043% (n = 380,000); note: % is set by controls: 0 for no effect and ±100 for the full control effect; nearly all actives have a fitted effect of over 60% in size
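Recombinant glycosomal PGK reaction used 1,3-bisphosphoglycerate generated in-well by GAPDH (100nM final) in 100mM TEA pH 7.6, 5mM MgCl2, 0.01% Tween-20. After 60 minutes at room temperature, ATP was read by Kinase-Glo Plus luminescence end-point.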
Numbers without * were called inactive; i = inactive; ? = inconclusive; / = not tested or not shown; [ ] = remark or other dose. Unless noted, calls come from the whole dose curve; as a rule, active = well fitted curve in the direction sought with a large enough effect; inconclusive = small, poorly fitted or top-dose-only effect, or another doubt; inactive = no such curve, though single readings can be large; an effect the other way counts as inactive or inconclusive. Potency is the fitted concentration of half-maximal effect. Not all compounds are listed, so the mix of outcomes need not match the whole.

structure	HP1b chromo inh	rTrxR1 inhibitor	ERG-DNA inh	Pin1 inhibitor	RGS4 inh	PGK inhibitor	ALOX12 inh	JMJD2A Tudor inh	GLS inhibitor
C/C(=N/NS(=O)(=O)c1ccc(C)cc1)c1cccc(NC(=O)c2cccc(Cl)c2)c1	12%	23%[57.1 µM]	12%	-2%	-31%	-5%	17%	-32%	0%
Cc1c(NC(=O)C(C)Sc2ncnc3ccccc23)c(=O)n(-c2ccccc2)n1C (stereo unspecified)	39%[activator]	5%	-3%	2%	0%	-7%	-3%	-1%	-10%
CCOC(=O)COc1ccc(CC)cc1C(=O)c1ccn2nc(-c3ccc(F)cc3)cc2n1	45%[activator]	24%	-4%	0%	-2%	-4%	0%	0%	2%
CCN(CC)S(=O)(=O)c1ccc(-n2cnc3cc(C)c(C)cc32)nc1	11%	7%[57.1 µM]	-7%	0%	-16%	i	-15%	-7%	-3%
CC1=CC(c2ccc(Cl)cc2)n2nc(NC(=O)CCCC(=O)O)nc2N1 (stereo unspecified)	-3%	-25%	-12%	-16%	-1%	-1%	16%	25µM*	-25%
COc1ccc(C(=O)CSc2cc(C)[nH]c(=O)n2)cc1	-13%	-27%	21%	?	-31%	-6%	-35%	?	-14%
COc1cc(CNc2ccc3[nH]c(=O)[nH]c3c2)ccc1OCc1ccc(F)cc1	22%	-4%	3%	-1%	-33%	-3%	?	-6%	2%
COC(=O)CSc1nnc(-c2ccccc2OC)n1-c1ccc(C)cc1	-12%	4%	4%	5%	?	7%	4%	?	20%
CCOc1ccc(NC(=O)CN(C)C(=O)c2cccc(S(=O)(=O)N3CCN(C)CC3)c2)cc1OCC	36%	3%	0%	2%	7%	5%	3%	-9%	17%
CC(=O)Oc1ccc(N2C(=O)C3C4C=CC(O4)C3C2=O)cc1 (stereo unspecified)	?	5.6µM*	/	-5%	?	i	24%	?	5%
CC(NC(=O)CN1CCOCC1)c1ccc(F)cc1 (stereo unspecified)	19%	32%	-10%	-3%	32%	3%	?	8%	3%
Cc1nonc1CC(=O)N1CCc2c([nH]c3ccccc23)C1c1ccccc1F (stereo unspecified)	-6%	5%[57.1 µM]	-5%	0%	19%	-7%	0%	?	1%
COC(=O)C(NC(=O)c1ccccc1)(Nc1cc(C)cc(C)n1)C(F)(F)F (stereo unspecified)	38%	13%	-9%	0%	-7%	i	0%	-4%	0%
CC1CC(C)CN(CCCNC(=O)C2CCCN(S(=O)(=O)N3CC(C)CC(C)C3)C2)C1 (stereo unspecified)	19%	10%	2%	2%	40%	6%	-1%	-7%	1%
Cc1ccccc1Cn1c(=N)n(CC(=O)c2ccco2)c2ccccc21	25%	-7%	-4%	0%	-5%	-6%	i	-11%	0%
CCCCCNC(=O)c1ccccc1SC	12%	13%	-3%	-3%	-3%	-1%	3%	8%	4%
CCCS(=O)(=O)c1c(S(=O)(=O)CCC)c2c(C(N)=O)cccn2c1C(=O)c1ccc(F)cc1	49%[activator]	0%	1%	-2%	13%	-10%	-21%	-12%	-7%
COc1ccc(Cl)cc1NC(=O)COc1ccc(S(=O)(=O)N2CCOCC2)cc1C	18%	20%[57.1 µM]	-17%	-2%	2%	-5%	-3%	2%	-15%
CC(C)c1ccc(NC(=O)c2ccc(CN3CC(=O)N4CCCCC4C3=O)cc2)cc1 (stereo unspecified)	8%	1%	-8%	5%	-15%	-1%	-9%	-9%	-2%
O=C1CN(C(=O)c2cnccn2)c2ccccc2N1	49%[activator]	-2%[57.1 µM]	-3%	-3%	-41%	-4%	-5%	8%	3%
Cc1occc1-c1n[nH]c(=S)n1C	?	-13%[57.1 µM]	-2%	-5%	-23%	-4%	-25%	-7%[11.4 µM]	-11%
COc1cc2nc(SCc3ccc(F)cc3)n3nc(CCn4c(C)nc5ccccc54)nc3c2cc1OC	16%	31%	1%	6%	-38%	-1%	-8%	-22%	-6%
CC(C)n1c(SCC(=O)Nc2ccccc2)nc2c1c(=O)[nH]c(=O)n2C	28%	20%[57.1 µM]	-1%	-1%	-6%	0%	0%	-6%	16%
CN(CC(=O)Nc1cccc(F)c1)C(=O)CCNC(=O)c1ccco1	15%	-2%	-7%	1%	-8%	-3%	-3%	7%	0%
Cc1cccc(/C(N)=N/OC(=O)c2ccncc2)c1	77%[activator]	12%	22%	0%	7%	-8%	0%	3%	-9%
CC(=O)N(Cc1ccccc1)C1CC(=O)N(Cc2ccccc2)C1=O (stereo unspecified)	21%[57 µM]	-10%[57.1 µM]	-2%	0%	-6%	11%	-5%	1%	6%
O=C(O)CC(CC(=O)N1CCOCC1)c1ccccc1 (stereo unspecified)	35%	10%	?	3%	-6%	/	-3%	-5%	-7%
CCOC(=O)CSc1nnc(NC(=O)NC(C)C)s1	22%	8%	-7%	0%	-14%	5%	-1%	-10%	7%
Cn1nc(Oc2ncc(C(F)(F)F)cc2Cl)cc1C(F)(F)F	7%	11%[57.1 µM]	-7%	0%	?	i	9%	-20%[11.4 µM]	8%
NC1=NN(c2ccccc2)C(=O)C1	22%[57 µM]	-6%[2.29 µM]	-2%	3%	-31%	-6%	-15%	-17%	11%
COCCN(C(=O)COC(=O)c1cccnc1SC)c1c(N)n(Cc2ccccc2)c(=O)[nH]c1=O	30%	4%	/	6%	-3%	-10%	-23%	-3%	-1%
Cc1ccc(OCCSc2nc3ccc(NC(=O)COc4ccc(F)cc4)cc3s2)cc1	40%[activator]	32%	7%	-16%	4%	-1%	-7%	-9%	-7%
CCCNC(=O)NCCc1ccncc1	47%[activator]	16%[57.1 µM]	3%	-4%	12%	3%	0%	-8%	23%
CC(C)c1ccccc1NC(=O)COC(=O)Cc1c[nH]c2ccccc12	12%	2%	-2%	-2%	7%	1%	-15%	-24%	21%
CCS(=O)(=O)N1CC(=O)N(c2cccc(Cl)c2C)C(C)(C(=O)NC2CCCCC2)C1 (stereo unspecified)	15%	10%	-1%	-7%	15%	i	-27%	-6%	-9%
Cc1ccccc1N/N=C1\CCCNC1=O	-17%	-56%	9%	-4%	-46%	-6%	4.5µM*	?	17%
CC(NC(=O)CSc1n[nH]c(-c2ccccc2Cl)n1)c1nc2ccccc2n1C (stereo unspecified)	14%[57 µM]	-11%[57.1 µM]	-1%	0%	24%	i	-7%	-3%	7%
COc1ccc([N+](=O)[O-])cc1N(CC(=O)Nc1ccccc1C(=O)NC(C)C)S(C)(=O)=O	11%	-2%	-3%	1%	5%	-6%	-8%	-27%	0%
CCOc1ccc(-n2c(-c3ccc(OC)cc3)cc3c2CC(C)(C)CC3=O)cc1	-24%	36%	-9%	7%	9%	8%	-69%	16µM*	4%
COc1cc(/C=C/C(=O)OCC(=O)NCCc2ccccc2)ccc1OC(F)F	16%	12%	-12%	1%	-14%	-11%	-2%	-12%	-1%
Cc1cc(C)cc(OC(=O)c2cc(-c3ccc4c(c3)OCCO4)on2)c1	71%[activator]	16%	0%	17%	-17%	-8%	-5%	19%	-2%
Cc1ccc(S(=O)(=O)c2nc(Nc3ccccc3C#N)sc2Cl)cc1	41%[activator]	-6%	-1%	9%	-12%	-7%	-3%	11%	-2%
Cc1ccc(C)c(NC(=O)Nc2nnc(N(CC(C)C)CC(C)C)s2)c1	39%[activator]	-3%	-7%	5%	-3%	0%	-11%	-10%	-18%
O=C(Nc1cccc(C(F)(F)F)c1)C1CCN(S(=O)(=O)c2cccnc2)CC1	21%[57 µM]	12%	9%	-1%	-13%	-1%	-14%	0%	-4%
C=CCNC(=S)Nc1sc2c(c1C(N)=O)CCCC2	?	0%[57.1 µM]	-4%	8%	?	-3%	?	-34%	-24%
C=CCNS(=O)(=O)c1ccc(OC)c(C)c1	42%[activator]	6%	6%	0%	-12%	/	-14%	-8%	0%
Cc1cccc(COCC(CC(C)C)N2CCN(C(=O)c3ccc(C(C)(C)C)cc3)CCC2=O)c1 (stereo unspecified)	36%	1%[57.1 µM]	-19%	0%	6%	-5%	-27%	-6%	-2%
O=[N+]([O-])c1cc(C2Nc3cccc4cccc(c34)N2)ccc1Cl	-3%	?	0%	-1%	?	i	40µM*	-16%	3%
CN(C)c1cccc(C(=O)NCc2ccc3c(c2)OCO3)c1	-19%	14%	-5%	-1%	7%	6%	-24%	?	16%
